# PfHsp90 set2: reduces growth (ATP signal) of yeast expressing P. falciparum Hsp90. S. cerevisiae expressing PfHsp90, BacTiter-Glo ATP, 48 h; yeast lacking PDR1 and PDR3 efflux regulators. inhibition, % at 9.4 µM. 0.32% of 310,000 active. AID 504621;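 active = every replicate shows inhibition above about 80%, whatever the replicate mean, limit read from the data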;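 also: 0% = DMSO neutral controls and 100% = 20 µM radicicol positive controls; yeast relying on Plasmodium falciparum Hsp90 in place of its own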
# HTR5A ag ctr: counter-screen for OPRM1-OPRD1 agonists: human HTR5A agonism; P47898; HTR5A agonist assay, luminescence, cell-based; activation, % at 9.3 µM; 0.61% of 340,000 active; in the data active = activation mostly above about 9.5%, no sharp cut-off; inactive = mostly below about 7.6%;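 also: 0% = cells with vehicle only and 100% = reference agonist; strong numbers were not always called active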
# AddAB inh: less growth of phage-infected E. coli with AddAB; E. coli expressing H. pylori AddAB, absorbance growth; inhibition, % at 11.9 µM; 0.29% of 330,000 active; AID 435030; in the data active = inhibition above about 12%;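 also: 0% = vehicle wells of infected cells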
# SUMO Mot1 rescue: blocks SUMOylation pathway, rescuing yeast Mot1-301 growth; growth rescue, % at 18.8 µM; S. cerevisiae Mot1-301 growth rescue, ATP luminescence, 38.5C; percent above DMSO median, 100 means doubled; 1% of 320,000 active;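 active = every valid replicate shows activation above 250% relative to neutral control wells; inactive = the rest, any valid replicate at or below 250%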;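 also: OY570 slx delta 5 strain wells were the positive control but not used for scaling; some compounds called inactive have numbers as strong as hits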
# phage Ecoli inh: E. coli growth loss with phage present. 0.26% of 360,000 active. growth absorbance. inhibition, % at 11.9 µM; in the data active = inhibition above about 11%
# E coli growth: counter-screen for AddAB inhibitors: E. coli growth inhibition. inhibition, % at 11.9 µM. 0.27% of 330,000 active. E. coli V3065 growth, OD600 absorbance, 18 h;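 active = inhibition above the campaign's mean inhibition across all tested compounds plus 3 SD, cut at about 9.9% in these data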;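 also: uninfected addAB+ strain grown without phage in ampicillin broth; 0% = DMSO wells and 100% = ciprofloxacin 0.95 µg/ml wells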
# MOR-DOR inv ag: inverse agonist of human OPRM1-OPRD1 heterodimerization. P35372+P41143. cell-based MOR-DOR heterodimer luminescence, inverse agonism. inhibition, % at 9.3 µM. 0.21% of 340,000 active; in the data active = inhibition above about 22%, passing the limit was not always enough;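 also: 0% = cells with DMSO and 100% = wells without cells with DMSO; values of inactives mirror those of a sister screen read the other way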
# HTR5A inv ctr: inverse agonist of human HTR5A in OPRM1-OPRD1 counter-screen; P47898; HTR5A cell line, luminescence, inverse agonism; inhibition, % at 9.3 µM; 0.083% of 340,000 active; in the data active = inhibition mostly above about 23%, no sharp cut-off; inactive = mostly below about 18%;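 also: 0% = cells with DMSO and 100% = no-cell wells with DMSO; some compounds called inactive have numbers as strong as hits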
# DSG3 Ab inh: human desmoglein-3 autoantibody binding inhibition; binding (percent of control), % at 10 µM; DSG3-coupled beads, scFv-anti-DSG3-GFP binding, flow cytometry; stronger effect = lower value; AID 588358; 0.48% of 310,000 active; P32926;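 active = binding more than 3 SD below its plate's average and above zero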;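 also: hits lower antibody fragment binding to DSG3; some compounds called inactive have numbers as strong as hits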
# Target sequence (P32926 whole entry, looked up, the tested form may be a part): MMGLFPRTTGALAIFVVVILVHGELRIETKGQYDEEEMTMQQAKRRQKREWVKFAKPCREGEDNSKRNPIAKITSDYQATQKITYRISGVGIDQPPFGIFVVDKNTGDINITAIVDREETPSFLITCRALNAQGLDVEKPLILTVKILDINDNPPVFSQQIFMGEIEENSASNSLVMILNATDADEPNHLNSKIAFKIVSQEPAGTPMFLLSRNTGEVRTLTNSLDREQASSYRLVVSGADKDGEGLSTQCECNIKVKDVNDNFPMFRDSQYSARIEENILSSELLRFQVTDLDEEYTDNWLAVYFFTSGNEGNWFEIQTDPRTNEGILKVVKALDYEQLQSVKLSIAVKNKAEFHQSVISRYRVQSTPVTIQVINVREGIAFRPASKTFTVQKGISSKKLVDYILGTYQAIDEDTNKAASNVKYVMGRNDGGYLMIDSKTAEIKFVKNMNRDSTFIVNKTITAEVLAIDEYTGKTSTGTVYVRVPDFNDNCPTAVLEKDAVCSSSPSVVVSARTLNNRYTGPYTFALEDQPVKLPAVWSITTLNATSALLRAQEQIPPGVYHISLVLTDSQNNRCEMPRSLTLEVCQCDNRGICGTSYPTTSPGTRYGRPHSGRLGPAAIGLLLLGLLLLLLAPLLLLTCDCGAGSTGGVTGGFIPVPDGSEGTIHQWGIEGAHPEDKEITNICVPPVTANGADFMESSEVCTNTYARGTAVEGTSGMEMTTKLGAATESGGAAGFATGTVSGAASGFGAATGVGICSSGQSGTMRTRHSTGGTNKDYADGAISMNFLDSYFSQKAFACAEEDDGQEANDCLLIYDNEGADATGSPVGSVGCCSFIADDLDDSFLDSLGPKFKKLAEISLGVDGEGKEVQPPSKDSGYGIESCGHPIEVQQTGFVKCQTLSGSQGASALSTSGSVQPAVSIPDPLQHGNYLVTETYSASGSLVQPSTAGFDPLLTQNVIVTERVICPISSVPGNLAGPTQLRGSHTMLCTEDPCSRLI
# PKA-R1A activ: activates the PKA-R1A holoenzyme complex | PKA-R1A dissociation, Cy5-IP20 fluorescence polarization; scaled: DMSO 0%, 113 µM cGMP 100% | 0.083% of 340,000 active | AID 504707 | activation, % at 11.4 µM;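 active = percent activation above the mean of all tested compounds plus 3 SD, cut at about 19% in these data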;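 also: higher means more PKAc released from R1A so a rise in polarization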
# OPRM1-OPRD1 ag: agonists of human mu-delta opioid receptor heterodimerization. cells, OPRM1-OPRD1 heterodimerization, luminescence. 0.3% of 340,000 active. AID 504326. activation, % at 9.3 µM. P35372+P41143; in the data active = activation above about 18%;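 also: 0% = vehicle-treated cells and 100% = reference agonist; values of inactives mirror those of a sister screen read the other way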
# Numbers without * were called inactive; . = no result given. This is a random part of the collection, and some 3.2% of all compounds hit somewhere here.
SMILES,PfHsp90 set2,HTR5A ag ctr,AddAB inh,SUMO Mot1 rescue,phage Ecoli inh,E coli growth,MOR-DOR inv ag,HTR5A inv ctr,DSG3 Ab inh,PKA-R1A activ,OPRM1-OPRD1 ag
CCOC(=O)Cn1c(S(=O)(=O)Cc2ccc(F)cc2)nc(-c2ccccc2)c1-c1ccccc1,-8,3,-1.2,-11,2.4,-1.8,-3,-22,93,4,0.6
Cc1ccc(S(=O)(=O)N2CCN(CC(=O)N/N=C\C(Cl)=C\c3ccccc3)CC2)cc1,22,4,1.6,3,-0.1,-0.5,8,-16,104,1,-1.6
COC(=O)c1cccc(NC(=O)COC(=O)CSc2nc(C)cc(C)n2)c1,.,0,-0.8,-1,-0.8,-2.7,4,-11,102,-20,-0.8
COc1cc(NC(=O)CCC(=O)O)nc(OC)n1,-15,3,-0.9,179,2.8,-0.9,2,-10,95,-10,-0.3
CCN(C(=O)COc1cc(=O)n(CC)c2ccccc12)c1cccc(Cl)c1,-18,2,2.9,120,1.2,-0.4,14,-4,102,2,-2.7
O=C(NCc1n[nH]c(=S)n1-c1ccc(Br)cc1)c1ccc(S(=O)(=O)N2CCCCC2)cc1,-17,-2,1.3,-9,0.8,0.0,1,5,100,-1,-0.1
Cc1c(C)n(C(=O)CSc2ncn[nH]2)c2ccccc12,-9,-1,-0.1,-16,3.3,1.1,7,-14,103,-4,-1.2
O=C(NCc1ccccc1)C1=C[C@@H](c2ccccc2)C[C@@H](OCCCCO)O1,-5,0,2.6,-5,1.1,-0.4,9,1,105,-1,-1.5
COc1ccc(CCN(C)C(=O)C2CCN(Cc3ccccc3)CC2)cc1OC,-24,-2,3.0,18,1.4,-0.8,4,4,89,-2,-0.7
Cc1cccc(NCN2C(=O)c3ccncc3C2=O)n1,.,-7,1.1,10,1.5,-0.5,6,-5,103,4,-1.1
CS(=O)(=O)N1CCC(C(=O)Nc2ccc(F)cc2F)CC1,0,-1,1.0,-23,0.8,1.9,10,16,103,4,-2.0
O=C(NCCCl)Nc1cccnc1Cl,16,-3,1.4,-12,2.7,-2.2,12,8,100,7,-2.0
O=C(c1cc2ccccc2oc1=O)N1CCOCC1,5,1,-1.4,2,-6.6,-0.6,13,-2,99,-4,-2.5
C=CCOc1ccc(C(=O)Nc2ccccc2C(=O)N2CCCC2)cc1,2,-1,.,.,2.0,.,11,-7,103,-13,-2.1
O=C(Nc1ccc2ccccc2c1[N+](=O)[O-])c1ccccc1,-14,0,.,.,4.5,.,-5,-1,113,-11,0.9
COc1ccc(/C=N/NC(=S)NC2CCS(=O)(=O)C2)cc1OC (centres undefined),7,6,1.4,2,0.3,-3.6,12,-15,78,0,-2.1
CCOC(=O)N1CCC(NC(=O)Cn2ncc3c4ccccc4n(C)c3c2=O)CC1,15,1,.,.,2.3,.,4,-5,102,2,-0.7
CCC1CCCCN1C(=O)Cn1c(=O)oc2ccccc21 (centres undefined),-2,-6,-0.3,0,3.1,-1.1,8,-4,108,-8,-1.4
Cc1ccc(C(=O)CN(Cc2ccccc2)C2=NCCS2)cc1,2,-4,2.7,1,4.1,2.2,-5,4,86,-4,0.9
Cc1cc(N/N=C/c2ccccc2Br)nc2ccccc12,10,2,-0.3,-4,2.3,-2.4,5,-1,.,-5,-1.0
CC(=O)Nc1ccc(Oc2ncccn2)c(Cl)c1,-15,-1,3.0,-3,2.9,1.8,5,5,114,6,-0.8
O=C(COC(=O)c1ccco1)Nc1ccc2c(c1)OCO2,4,-3,1.2,.,0.7,-1.4,13,8,101,-4,-2.2
COc1ccc(N2C(=O)CCC2(C#N)c2ccc(OC)cc2)cc1 (centres undefined),-11,-4,-0.3,-14,1.9,-1.2,17,13,.,-1,-3.3
COc1ccc(C(c2nnnn2Cc2ccccc2)N2CCN(C(=O)c3ccco3)CC2)cc1 (centres undefined),-14,-1,-1.7,10,3.4,-1.4,14,3,104,-9,-3.2
CC(=O)OC1COC(OC(C)=O)CO1 (centres undefined),10,0,.,.,1.2,.,14,0,.,-10,-2.8
c1ccc(OCc2nn3c(Cn4cnc5ccccc54)nnc3s2)cc1,-12,3,2.0,-10,3.2,1.7,5,3,100,10,-0.9
COc1cc(/C=C(\NC(C)=O)C(=O)NC(C)(C)CC(C)(C)C)ccc1OC(C)=O,-8,-6,4.0,2,3.0,0.1,5,14,94,-5,-0.9
CCOC(=O)C1=C(c2ccccc2)NC(=O)NC1c1ccc(O)c(OCC)c1 (centres undefined),-5,-1,-2.3,10,1.2,-2.3,-3,20,96,8,0.7
CN(Cc1cccc(F)c1)C(=O)CSc1nnnn1C1CC1,-11,-2,.,.,3.8,.,7,7,102,-2,-1.1
O=C(CN1C(=O)NC2(CCCCC2)C1=O)N1CCN(S(=O)(=O)c2ccccc2)CC1,.,3,-1.0,-7,0.5,0.2,3,-8,114,-11,-0.6
O=C1CCCN2N=C(SCC(=O)Nc3ccc(F)cc3F)SC2=N1,2,2,0.7,12,1.5,-1.4,10,-9,.,4,-1.6
COc1cccc(CNC(=O)c2ccc(NS(=O)(=O)c3ccc4[nH]c(=O)[nH]c4c3)cc2)c1,-13,0,1.2,92,5.3,-0.2,11,0,.,-9,-2.9
Cc1cccc(NS(=O)(=O)c2nnc(NC(=O)c3cccc(C)c3)s2)c1,-19,5,0.2,-9,2.8,0.6,16,-13,102,1,-3.1
CCC1(C)Cc2c(sc3nnn(CC(=O)Nc4ccc(C)cc4)c(=O)c23)CO1 (centres undefined),12,1,-1.4,-9,3.3,-3.4,-6,2,105,-10,1.1
CCCCOc1cccc(C(=O)N(Cc2cccs2)C2CCS(=O)(=O)C2)c1 (centres undefined),-10,1,2.6,521,-0.1,1.7,-6,-5,96,-16,1.1
CCCN1C(=O)C(Cc2nc3ccccc3c(=O)n2-c2ccccc2)c2cc(C)ccc21 (centres undefined),-5,-3,0.8,-23,3.0,-1.3,-1,0,83,-8,0.1

# In the list so far, 5 have two or more sulfur atoms.
SMILES,PfHsp90 set2,HTR5A ag ctr,AddAB inh,SUMO Mot1 rescue,phage Ecoli inh,E coli growth,MOR-DOR inv ag,HTR5A inv ctr,DSG3 Ab inh,PKA-R1A activ,OPRM1-OPRD1 ag
O=C(NCc1n[nH]c(=S)n1-c1ccc(Br)cc1)c1ccc(S(=O)(=O)N2CCCCC2)cc1,-17,-2,1.3,-9,0.8,0.0,1,5,100,-1,-0.1
COc1ccc(/C=N/NC(=S)NC2CCS(=O)(=O)C2)cc1OC (centres undefined),7,6,1.4,2,0.3,-3.6,12,-15,78,0,-2.1
O=C1CCCN2N=C(SCC(=O)Nc3ccc(F)cc3F)SC2=N1,2,2,0.7,12,1.5,-1.4,10,-9,.,4,-1.6
Cc1cccc(NS(=O)(=O)c2nnc(NC(=O)c3cccc(C)c3)s2)c1,-19,5,0.2,-9,2.8,0.6,16,-13,102,1,-3.1
CCCCOc1cccc(C(=O)N(Cc2cccs2)C2CCS(=O)(=O)C2)c1 (centres undefined),-10,1,2.6,521,-0.1,1.7,-6,-5,96,-16,1.1

# Continued:
SMILES,PfHsp90 set2,HTR5A ag ctr,AddAB inh,SUMO Mot1 rescue,phage Ecoli inh,E coli growth,MOR-DOR inv ag,HTR5A inv ctr,DSG3 Ab inh,PKA-R1A activ,OPRM1-OPRD1 ag
CC1CC(C)CN(C(=O)c2cccc(S(=O)(=O)NCc3ccccc3)c2)C1 (centres undefined),.,7,-0.2,20,2.3,-1.0,-15,-8,102,0,3.8
CCn1c(CNc2ccc(F)cc2)nnc1SCC(=O)OC1CCCCC1,-14,1,2.6,-8,7.1,-1.6,9,-2,102,-7,-1.6
COc1ccccc1/C=N\Nc1cn[nH]c(=O)c1Cl,-1,1,3.2,.,3.8,-1.6,-7,4,97,-16,1.0
O=C(NC1CCCCC1)c1cc(C2CC2)nn1-c1ccccc1,-7,-1,2.1,.,3.8,-2.8,13,26,109,3,-3.2
CCc1c(C)nc(N2CCN(Cc3ccc4c(c3)OCO4)CC2)[nH]c1=O,-17,2,-0.1,-4,3.4,-2.9,7,-9,105,-3,-1.6
Cc1ccc2cn[nH]c2c1N,4,-4,-1.7,-1,3.7,0.0,14,-10,107,-1,-2.9
COc1cc(/C=N/Nc2nncn2N)ccc1OCc1c(C)no[n+]1[O-],5,0,11,287,0.8,6.8,-32,7,92,-5,6.3
CCN(CC)CCN1C(=O)C(=O)/C(=C(/O)c2ccc3c(c2)CC(C)O3)C1c1ccc(OC)cc1 (centres undefined),12,-1,-1.9,2,1.6,0.1,13,-8,110,-11,-2.6
FC(F)(F)c1nnc2ccc(Cl)nn12,8,-4,1.7,-2,0.8,1.4,3,14,101,-13,-0.5
O=C(NCCCN1CCOCC1)c1cccc(S(=O)(=O)Nc2ccc(F)cc2)c1,-19,1,-1.6,0,7.2,-3.0,16,-2,.,9,-4.0
Cc1cccc2c(N)c3c(nc12)N(C)CC3,-2,0,-2.0,11,-2.9,-2.2,0,0,112,-11,-0.1
CC(C)c1ccc(C(=O)N(c2ccccn2)C(C)c2ccco2)cc1 (centres undefined),15,3,-0.5,-6,1.6,0.6,13,-9,99,5,-2.9

# Two consecutive compounds from above, for reference:
SMILES,PfHsp90 set2,HTR5A ag ctr,AddAB inh,SUMO Mot1 rescue,phage Ecoli inh,E coli growth,MOR-DOR inv ag,HTR5A inv ctr,DSG3 Ab inh,PKA-R1A activ,OPRM1-OPRD1 ag
CCOC(=O)Cn1c(S(=O)(=O)Cc2ccc(F)cc2)nc(-c2ccccc2)c1-c1ccccc1,-8,3,-1.2,-11,2.4,-1.8,-3,-22,93,4,0.6
Cc1ccc(S(=O)(=O)N2CCN(CC(=O)N/N=C\C(Cl)=C\c3ccccc3)CC2)cc1,22,4,1.6,3,-0.1,-0.5,8,-16,104,1,-1.6

# More results:
SMILES,PfHsp90 set2,HTR5A ag ctr,AddAB inh,SUMO Mot1 rescue,phage Ecoli inh,E coli growth,MOR-DOR inv ag,HTR5A inv ctr,DSG3 Ab inh,PKA-R1A activ,OPRM1-OPRD1 ag
CCN(CC)CCCNC1CCS(=O)(=O)C1 (centres undefined),-2,2,1.6,-5,1.9,-3.5,6,-5,.,4,-1.3
Cn1ncc([N+](=O)[O-])c1C(=O)n1nnc2ccccc21,9,5,.,.,0.0,.,4,-13,97,-2,-0.7
NC(=O)NOCc1ccccc1F,7,.,3.2,-9,4.4,3.7,.,.,104,.,.
Clc1ccc(OCc2nn[nH]n2)cc1,-13,-4,3.0,77,2.1,0.0,8,22,112,-10,-1.6
Cc1ccc(-n2ncc3c(=O)n(CC(=O)N4CCN(c5ccccc5)CC4)cnc32)cc1C,-8,7,2.0,3,1.6,-1.9,-3,21,103,1,0.6
C/C(=N\N=C1\NC(=O)CC(C(=O)O)S1)c1cccs1 (centres undefined),-19,4,0.8,184,0.3,-1.4,-8,21,103,12,1.4
Cc1ccc(CNC(=O)Cn2cc(C(F)(F)F)ccc2=O)cc1,-6,3,0.0,-11,4.0,-2.8,16,-7,100,-5,-3.0
O=c1[nH]c(C2C3CC4CC(C3)CC2C4)nc2ccccc12 (centres undefined),-18,2,1.4,0,3.4,-4.3,-2,-7,94,-9,0.2

# Source: PubChem
